V-ATPase pH = yeast V-ATPase proton transport regulation by pHLuorin; 350,000 tested, 0.37% active; response, % at 10 µM; S. cerevisiae, pHLuorin cytosolic pH fluorescence; in the data active means response mostly above about 7.3%, no sharp cut-off; inactive means mostly below about 5.4%; further: actives read high; inactives centre near 0; some compounds called inactive have numbers as strong as hits; reference of the scale not given here
HTR5A inv ctr = HTR5A inverse agonism, opioid heterodimer counter-screen. P47898. HTR5A cell line, luminescence. inhibition, % at 9.3 µM. 340,000 tested, 0.083% active; in the data active means inhibition mostly above about 23%, no sharp cut-off; inactive means mostly below about 18%;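 further: 0% = cells with DMSO and 100% = no-cell wells with DMSO; some compounds called inactive have numbers as strong as hits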
Target sequence (P47898 whole entry, looked up): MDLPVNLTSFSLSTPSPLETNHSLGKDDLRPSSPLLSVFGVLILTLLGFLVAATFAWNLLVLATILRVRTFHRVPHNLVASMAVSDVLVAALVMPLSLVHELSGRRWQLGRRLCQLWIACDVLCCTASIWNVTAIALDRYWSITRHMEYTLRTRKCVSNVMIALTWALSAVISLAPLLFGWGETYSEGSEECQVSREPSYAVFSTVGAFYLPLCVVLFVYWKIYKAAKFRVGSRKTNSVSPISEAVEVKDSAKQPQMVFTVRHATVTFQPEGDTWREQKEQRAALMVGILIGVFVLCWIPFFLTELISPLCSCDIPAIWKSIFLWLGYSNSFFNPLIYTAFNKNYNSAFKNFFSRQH
RTF Ca sens act = cardiac RTF calcium sensitization. IANBD-labeled TnC RTF fluorescence at EC20 calcium; 0% EC20 calcium, 100% full calcium. activation, % at 7.2 µM. 340,000 tested, 0.24% active. AID 493008;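 active means activation above the mean over all tested compounds plus 3 SD, cut at about 30% in these data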;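 further: rise in fluorescence read as greater calcium sensitivity of cardiac thin filaments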
RTF Ca sens inh = cardiac RTF calcium desensitization | AID 493244 | 340,000 tested, 0.12% active | IANBD-labeled cardiac RTF, Ca2+ fluorescence | P19429+P45379 | inhibition, % at 7.15 µM;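 active means inhibition above the mean inhibition of all tested compounds plus 3 SD, cut at about 17% in these data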;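 further: assay run at fixed EC70 calcium of 1.6 mM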
HTR5A ag = counter-screen for OPRM1-OPRD1 agonists: human HTR5A agonism; HTR5A agonist assay, luminescence, cell-based; 340,000 tested, 0.61% active; activation, % at 9.3 µM; AID 504692; P47898; in the data active means activation mostly above about 9.5%, no sharp cut-off; inactive means mostly below about 7.6%;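 further: 0% = cells with vehicle only and 100% = reference agonist; strong numbers were not always called active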
OPRM1-OPRD1 ag = OPRM1-OPRD1 heterodimerization agonism. P35372+P41143. cells, luminescence. activation, % at 9.3 µM. 340,000 tested, 0.3% active. AID 504326; in the data active means activation above about 18%;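 further: 0% = vehicle-treated cells and 100% = reference agonist; values of inactives mirror those of a sister screen read the other way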
CAL PDZ FP = blocks peptide binding to the human CAL PDZ domain | Q9HD26 | purified CAL PDZ, TMR-peptide fluorescence polarization, 1 h | inhibition, % at 24.9 µM | 300,000 tested, 0.92% active;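 active means mean inhibition of at least 30% with at least half of replicates also reaching 30%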;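 further: 0% = DMSO neutral control and 100% = excess unlabeled competitor peptide PRC23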
C-LANA FP = inhibitors of KSHV LANA C-terminal domain DNA binding; MBP-C-LANA/FAM-LBS DNA binding, fluorescence polarization; inhibition, % at 9 µM; 340,000 tested, 0.078% active; AID 504423;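 active means highest replicate inhibition at or above 60% at 9 µM, even if other replicates fall short; inactive means all replicates below 60% inhibition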;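 further: 0% = neutral control wells and 100% = 4 µM acridine orange control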
MOR-DOR inv ag = mu-delta opioid heterodimer inverse agonism | P35372+P41143 | cell-based MOR-DOR heterodimer luminescence | inhibition, % at 9.3 µM | 340,000 tested, 0.21% active | AID 504357; in the data active means inhibition above about 22%, passing the limit was not always enough;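 further: 0% = cells with DMSO and 100% = wells without cells with DMSO; values of inactives mirror those of a sister screen read the other way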
Keap1 Nrf2 FP = inhibitors of human Keap1-Nrf2 protein-protein interaction; Q14145; Keap1 Kelch-Nrf2 peptide fluorescence polarization, 1536-well; inhibition, % at 9.4 µM; 340,000 tested, 0.15% active; in the data active means inhibition above about 12%;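 further: human Keap1 Kelch domain with fluorescein labeled Nrf2 9mer peptide probe; 0% = neutral control wells and 100% = peptide positive control; higher means more block of Keap1 binding to Nrf2 peptide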
Target sequence (Q14145 whole entry, looked up, the tested form may be a part): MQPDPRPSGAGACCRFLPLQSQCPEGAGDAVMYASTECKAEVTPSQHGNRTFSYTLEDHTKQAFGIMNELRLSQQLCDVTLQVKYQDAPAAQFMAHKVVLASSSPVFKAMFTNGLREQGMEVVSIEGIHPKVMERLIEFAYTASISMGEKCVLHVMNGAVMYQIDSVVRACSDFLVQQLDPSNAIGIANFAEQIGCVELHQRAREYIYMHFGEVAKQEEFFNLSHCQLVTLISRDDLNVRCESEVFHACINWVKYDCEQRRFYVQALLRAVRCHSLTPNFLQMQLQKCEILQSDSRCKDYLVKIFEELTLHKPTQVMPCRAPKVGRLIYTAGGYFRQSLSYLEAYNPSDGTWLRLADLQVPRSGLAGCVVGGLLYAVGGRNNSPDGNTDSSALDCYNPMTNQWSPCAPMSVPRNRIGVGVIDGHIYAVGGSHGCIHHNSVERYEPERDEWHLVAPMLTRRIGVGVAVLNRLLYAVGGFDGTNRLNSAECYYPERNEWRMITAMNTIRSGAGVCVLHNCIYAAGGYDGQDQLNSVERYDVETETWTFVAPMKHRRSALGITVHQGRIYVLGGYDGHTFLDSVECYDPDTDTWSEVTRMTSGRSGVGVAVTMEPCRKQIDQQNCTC
* hit, by the source's call; · = no result given.

Field names – A = V-ATPase pH; B = HTR5A inv ctr; C = RTF Ca sens act; D = RTF Ca sens inh; E = HTR5A ag; F = OPRM1-OPRD1 ag; G = CAL PDZ FP; H = C-LANA FP; I = MOR-DOR inv ag; J = Keap1 Nrf2 FP
[1] O=C(Nc1ccc2c(c1)oc1ccccc12)c1ccncc1
  A: 4	B: -2	C: 6	D: -8	E: 3	F: -0.2	G: -1	H: 0.3	I: 1	J: -4
[2] CC(Sc1nnc(C2CC2)n1C1CC1)C(=O)Nc1ccccc1C#N (configuration not stated)
  A: 0	B: 8	C: -4	D: 3	E: -3	F: -1.1	G: -6	H: 2.5	I: 4	J: -2
[3] O=C(Nc1ccc(Cl)cc1)c1ccc(OCC2CCCO2)cc1 (configuration not stated)
  A: -2	B: -11	C: 2	D: 3	E: 4	F: -1.9	G: 34*	H: 1.1	I: 10	J: 0
[4] Cc1cc(C)c(S(N)(=O)=O)c(C)c1-n1cnnn1
  A: -1	B: -15	C: -2	D: -9	E: -4	F: 0.2	G: ·	H: -1.2	I: -1	J: -3
[5] CC(=O)Nc1ccc(OCC(=O)NCc2ccc3c(c2)OCO3)cc1
  A: 1	B: 12	C: 7	D: -1	E: 1	F: 0.3	G: -3	H: -2.9	I: -2	J: 0
[6] CCOC(=O)/C=C/COc1ccccc1[N+](=O)[O-]
  A: 1	B: 16	C: 1	D: -9	E: -3	F: -2.1	G: 6	H: -0.8	I: 10	J: -6
[7] Cc1ccsc1/C=N/n1cnnc1
  A: -1	B: -6	C: 4	D: -3	E: -2	F: -2.5	G: ·	H: -0.1	I: 13	J: -3
[8] Nc1ccc(C(=O)Nc2ccccc2C(=O)O)cc1
  A: 4	B: -12	C: 4	D: -1	E: 2	F: -3.5	G: -7	H: 2.0	I: 19	J: 1
[9] CC(C)Cn1c(-c2ccco2)csc1=Nc1cccnc1
  A: 6	B: 21	C: 12	D: -6	E: 6	F: -0.6	G: 0	H: 0.4	I: 3	J: -9
[10] COc1cccc(C(C(=O)NC2CCCC2)N(C(=O)CNC(=O)c2ccco2)c2cccnc2)c1 (configuration not stated)
  A: -1	B: -28	C: -1	D: 5	E: 2	F: 0.6	G: 3	H: -2.1	I: -5	J: -1
[11] CCc1nnc(NS(=O)(=O)c2ccc(NC(=S)NC(=O)c3cccs3)cc2)s1
  A: 3	B: -23	C: 3	D: 0	E: -10	F: -2.6	G: -4	H: -1.5	I: 13	J: -4
[12] CC1=C(C(N)=O)C(c2cccc(O)c2)n2nc(CCCO)nc2N1 (configuration not stated)
  A: 7.2*	B: 2	C: 6	D: -1	E: -1	F: -0.8	G: ·	H: -0.1	I: 4	J: -3
[13] COc1ccc(N2CCN(CC(=O)Nc3ccccc3SC)CC2)cc1
  A: 2	B: -8	C: -2	D: 1	E: 0	F: 1.6	G: ·	H: -0.6	I: -8	J: 0
[14] O=[N+]([O-])c1ccccc1S(=O)(=O)Nc1ccc(S(=O)(=O)N2CCOCC2)cc1
  A: 0	B: -3	C: -5	D: -6	E: 1	F: -1.0	G: -6	H: 1.1	I: 6	J: -4
[15] COc1cc(/C=N/NC(=O)CCn2cnc(-c3ccccc3)c2-c2ccccc2)ccc1O
  A: 6	B: -15	C: 1	D: 4	E: 4	F: -4.8	G: -1	H: 4.8	I: 22	J: 2
[16] Cc1cc(NC(=O)C2CC2)ccc1NC(=O)c1cccs1
  A: 0	B: -19	C: -4	D: -7	E: 7	F: 0.7	G: ·	H: -0.7	I: -5	J: -1
[17] O=C(NCC1COc2ccccc2O1)c1ccc(Cl)c(S(=O)(=O)N2CCOCC2)c1 (configuration not stated)
  A: -2	B: 3	C: 1	D: -5	E: 3	F: -1.2	G: 15	H: -1.3	I: 5	J: -6
[18] CCC1=C/C(=C/N(C)c2ccccc2)C(=O)S1
  A: 4	B: -6	C: -3	D: -5	E: 2	F: -1.7	G: -4	H: 5.0	I: 10	J: 2
[19] CCN(Cc1ccccc1)C(=O)c1cc2cc(OC)c(OC)cc2[nH]1
  A: 2	B: 10	C: -3	D: 3	E: -3	F: -2.5	G: 1	H: -4.7	I: 12	J: -5
[20] Cc1ccc2[nH]c(-c3ccccc3)c(CN(C)C)c(=O)c2c1
  A: 2	B: -12	C: -1	D: -7	E: 5	F: 15	G: -2	H: -0.8	I: -92	J: -3
[21] CCS(=O)(=O)Nc1ccc(C2=NN(C(=O)c3ccco3)C(c3cccc(F)c3)C2)cc1 (configuration not stated)
  A: -3	B: -5	C: 0	D: -20	E: 2	F: 2.0	G: -6	H: -0.3	I: -14	J: -3
[22] Nc1ccc(C#Cc2ccc3oc4ccccc4c(=O)c3c2)cc1
  A: -4	B: 10	C: -6	D: -3	E: -4	F: 1.3	G: -2	H: 0.2	I: -8	J: -6
[23] COc1ccc(N2CCN(C(=O)CCCn3c(=O)[nH]c4ccsc4c3=O)CC2)cc1
  A: 1	B: -21	C: 7	D: -4	E: 8	F: 0.3	G: ·	H: 1.5	I: -2	J: -2
[24] COc1ccc(Cn2c(=O)c3[nH]cnc3n(-c3ccccc3C)c2=O)cc1
  A: 1	B: -14	C: 1	D: -1	E: 0	F: -0.1	G: -3	H: -0.8	I: 0	J: -2
[25] COc1ccccc1N1CCN(/N=C(\C)c2ccc(O)cc2)CC1
  A: -5	B: -10	C: 1	D: -1	E: 3	F: 0.3	G: -2	H: -1.1	I: -1	J: -5

4 entries from above in a different format.
#	mol	V-ATPase pH	HTR5A inv ctr	RTF Ca sens act	RTF Ca sens inh	HTR5A ag	OPRM1-OPRD1 ag	CAL PDZ FP	C-LANA FP	MOR-DOR inv ag	Keap1 Nrf2 FP
14	O=[N+]([O-])c1ccccc1S(=O)(=O)Nc1ccc(S(=O)(=O)N2CCOCC2)cc1	0	-3	-5	-6	1	-1.0	-6	1.1	6	-4
24	COc1ccc(Cn2c(=O)c3[nH]cnc3n(-c3ccccc3C)c2=O)cc1	1	-14	1	-1	0	-0.1	-3	-0.8	0	-2
10	COc1cccc(C(C(=O)NC2CCCC2)N(C(=O)CNC(=O)c2ccco2)c2cccnc2)c1 (configuration not stated)	-1	-28	-1	5	2	0.6	3	-2.1	-5	-1
6	CCOC(=O)/C=C/COc1ccccc1[N+](=O)[O-]	1	16	1	-9	-3	-2.1	6	-0.8	10	-6

Continued.
Field names – A = V-ATPase pH; B = HTR5A inv ctr; C = RTF Ca sens act; D = RTF Ca sens inh; E = HTR5A ag; F = OPRM1-OPRD1 ag; G = CAL PDZ FP; H = C-LANA FP; I = MOR-DOR inv ag; J = Keap1 Nrf2 FP
[26] CN(CC(=O)N1CCN(c2ccccc2)CC1)S(=O)(=O)c1cnc[nH]1
  A: -2	B: -5	C: -3	D: -1	E: 0	F: 0.1	G: -1	H: -0.1	I: -1	J: 1
[27] CC1CC(C)CN(C(=O)Cn2c(=O)n(CCCCC(=O)NCc3ccco3)c(=O)c3ccccc32)C1 (configuration not stated)
  A: -2	B: 4	C: 0	D: -6	E: -2	F: -3.6	G: ·	H: 3.6	I: 15	J: -1
[28] CCOC(=O)C1(CCc2ccccc2)CCN(C(=O)[C@@H]2C[C@@H](C)NC(=S)N2)CC1
  A: -1	B: 12	C: 6	D: -11	E: 3	F: -0.4	G: ·	H: 1.6	I: 2	J: -3
[29] CCN(CC)S(=O)(=O)c1ccc2nc(NC(=O)c3cccs3)sc2c1
  A: 5	B: 3	C: -8	D: 2	E: 6	F: 0.4	G: -6	H: -0.7	I: -2	J: 1
[30] COc1cc(NS(=O)(=O)c2ccc(NC(=O)NC3CCCCC3)cc2)nc(OC)n1
  A: -3	B: -5	C: -5	D: -7	E: 1	F: -0.3	G: ·	H: -0.3	I: 2	J: 0
[31] Cc1cc(N2CCN(S(=O)(=O)c3ccc4ccccc4c3)CC2)n2ncnc2n1
  A: 0	B: 0	C: -3	D: -1	E: 0	F: -2.8	G: -1	H: 6.1	I: 13	J: 2
[32] COc1cccc(CN(C)C(=O)C23CC4CC(CC(C4)C2)C3)c1
  A: 4	B: 6	C: -3	D: 5	E: 1	F: 6.0	G: -5	H: -1.2	I: -42	J: -1
[33] CCCN(CCC)S(=O)(=O)c1ccc(C(=O)Nc2nc3c(s2)CCc2ccccc2-3)cc1
  A: -1	B: -1	C: -2	D: 5	E: 0	F: 0.8	G: -4	H: 2.0	I: -4	J: -4
[34] O=C(CCCC(=O)N(CC(=O)NC1CCCC1)Cc1ccc2c(c1)OCO2)Nc1ccccn1
  A: -1	B: 28	C: 2	D: -8	E: -10	F: -2.0	G: -1	H: -0.1	I: 11	J: -4
[35] COc1cc(/C=N/NC(=O)C(NC(=O)c2ccccc2)c2n[nH]c(=O)c3ccccc23)ccc1OCC(N)=O (configuration not stated)
  A: 1	B: 12	C: 1	D: -15	E: -3	F: -2.0	G: -2	H: -0.7	I: 10	J: 2
[36] CCOc1cc2c(Cl)ncnc2c(OCC)c1OCC
  A: 2	B: -7	C: 1	D: -5	E: 2	F: -1.3	G: -7	H: -0.2	I: 7	J: 2
[37] COC/C=C/C1=CC2=CC(=O)C(C)(OC(=O)c3cnc4ccccc4n3)C(=O)C2=CN1Cc1ccco1 (configuration not stated)
  A: 9	B: 20	C: -4	D: -7	E: 1	F: 4.5	G: -3	H: 2.1	I: -25	J: 3
[38] O=C(CC1SC(N2CCOCC2)=NC1=O)Nc1cccc(C(F)(F)F)c1 (configuration not stated)
  A: -1	B: -27	C: 0	D: -2	E: 11	F: -1.7	G: -2	H: 1.6	I: 7	J: -4
[39] O=C(NCCNC(=O)c1ccc(Br)o1)c1cccnc1
  A: -1	B: 12	C: 1	D: -2	E: 0	F: -2.1	G: -4	H: -0.7	I: 11	J: 1
[40] CCN(CC)c1ccc(C(=S)NCc2ccccc2)cc1
  A: -3	B: 17	C: 0	D: -8	E: -1	F: -3.4	G: -4	H: -0.9	I: 17	J: -1
[41] O=C(Nc1nc2c(ccc3ccccc32)s1)c1ccco1
  A: -2	B: -8	C: -6	D: -1	E: 6	F: -0.3	G: -6	H: -1.5	I: 2	J: 5
[42] COc1ccccc1C(=O)NN1C(=O)C2C3C=CC(O3)C2C1=O (configuration not stated)
  A: 13	B: -28	C: 9	D: -14	E: 10	F: -0.1	G: 15	H: -0.5	I: 1	J: 1
[43] Cc1ccccc1NC(=O)c1ccccc1-c1ccccc1
  A: 0	B: 4	C: -4	D: 3	E: -1	F: -1.5	G: 1	H: 1.7	I: 7	J: -4
[44] O=C(N/N=C/c1cccnc1)c1cc(-c2ccccc2OCc2ccccc2)n[nH]1
  A: -1	B: -8	C: 4	D: 1	E: 0	F: 4.3	G: ·	H: -4.5	I: -22	J: 0
[45] CC(C)CN(C(=O)COC(=O)Cc1cccc2ccccc12)c1c(N)n(Cc2ccccc2)c(=O)[nH]c1=O
  A: 1	B: -13	C: 0	D: -8	E: 5	F: -0.3	G: -3	H: ·	I: 1	J: ·
[46] COc1ccc(CCN2C(=O)CS/C2=N\NC(=O)c2cccs2)cc1OC
  A: -2	B: 13	C: 3	D: -1	E: -5	F: -3.1	G: -5	H: 0.0	I: 16	J: -2

Screening results from PubChem BioAssay.
